# Bioassay records: PubChem, several laboratories
# L929 necroptosis: inhibitors of zVAD-triggered necroptosis, primary screen, L929 cells; L929 zVAD necroptosis rescue, ATP luminescence, 24 h; with zVAD 60 µM; 0.38% of 220,000 active; viability rescue, % at 10 µM;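 active = activation, scaled between plate controls, above about 75%, limit read from the data; inactive = activation under that limit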;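 note: 0% = zVAD with DMSO and 100% = DMSO alone without zVAD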
# EP2 modulator: EP2 receptor modulators, cAMP readout, primary screen, cell-based, HTRF cAMP, PGE2 stimulation. induction, % at 25 µM. Prostaglandin E2 receptor EP2 subtype (Homo sapiens), P43116. 0.83% of 260,000 active. EP2-expressing cells, cAMP HTRF FRET, PGE2 co-stimulation;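 active = compounds whose cAMP rise, as percent of the full-agonist control response, exceeds 60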;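 note: rat C6 glioma line stably carrying human EP2 under a CMV promoter; the protocol text gives 20 µM as final concentration; 100% = response of wells given 1 µM PGE2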
# Target sequence (P43116 whole entry, looked up): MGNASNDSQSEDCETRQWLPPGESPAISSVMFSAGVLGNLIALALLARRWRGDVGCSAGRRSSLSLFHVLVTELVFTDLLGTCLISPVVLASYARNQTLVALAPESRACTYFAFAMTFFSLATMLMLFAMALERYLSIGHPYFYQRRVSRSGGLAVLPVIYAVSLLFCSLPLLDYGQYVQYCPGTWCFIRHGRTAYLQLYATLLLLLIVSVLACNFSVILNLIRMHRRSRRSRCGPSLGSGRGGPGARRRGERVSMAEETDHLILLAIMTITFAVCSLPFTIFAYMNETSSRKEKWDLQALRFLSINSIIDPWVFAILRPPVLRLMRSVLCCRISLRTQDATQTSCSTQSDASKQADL
# Runt-SMMHC FRET: inhibitors of RUNX1 Runt–CBFb-SMMHC binding, primary screen, biochemical, FRET, Cerulean-Runt, Venus-CBFb-SMMHC, uHTS | Runt-related transcription factor 1 (Homo sapiens) + Core-binding factor subunit beta … | Cerulean-Runt/Venus-CBFb-SMMHC FRET ratio 530/480, 1 h | inhibition, % at 20 µM | 0.74% of 220,000 active;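 active = mean inhibition across duplicate retests at 20 µM reaching about 50%, limit read from the data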;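 note: 0% = DMSO wells and 100% = wells with excess untagged CBFb-SMMHC; inhibitors lower the FRET ratio by blocking Runt binding to CBFb-SMMHC; some results filed as inactive read as strong as hits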
# Hck-Nef inh: inhibitors of Nef-activated human Hck kinase, primary screen, biochemical, Z-Lyte FRET, 384-well, Hck-YEEI; 0.68% of 220,000 active; AID 463187, 2010; inhibition, % at 20 µM; Recombinant Hck-YEEI plus Nef, Z-Lyte FRET kinase assay;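 active = Hck-Nef kinase inhibition above about 50%, limit read from the data; inactive = inhibition below that limit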;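 note: 0% = DMSO with Hck plus Nef and 100% = Hck alone without Nef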
# Target sequence (P08631 whole entry, looked up): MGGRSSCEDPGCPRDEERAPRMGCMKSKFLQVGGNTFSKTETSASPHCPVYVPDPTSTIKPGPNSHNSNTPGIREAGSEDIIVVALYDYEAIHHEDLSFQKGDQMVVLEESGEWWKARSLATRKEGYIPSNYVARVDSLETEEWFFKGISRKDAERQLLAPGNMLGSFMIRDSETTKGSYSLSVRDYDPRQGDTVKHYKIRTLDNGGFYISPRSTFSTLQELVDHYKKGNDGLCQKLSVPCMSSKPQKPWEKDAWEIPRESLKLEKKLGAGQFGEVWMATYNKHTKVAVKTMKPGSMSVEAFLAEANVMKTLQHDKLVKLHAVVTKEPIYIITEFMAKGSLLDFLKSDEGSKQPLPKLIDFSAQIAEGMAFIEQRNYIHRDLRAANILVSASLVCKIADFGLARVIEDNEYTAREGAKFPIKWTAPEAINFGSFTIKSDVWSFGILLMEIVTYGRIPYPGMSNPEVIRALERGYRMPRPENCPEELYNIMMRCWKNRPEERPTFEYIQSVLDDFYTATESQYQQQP
# PERK inh: block of dimerizer-induced PERK translation repression, primary screen, PERK inhibitor project, CHO PERK-DD cells, SEAP luminescence, HTS; 0.17% of 220,000 active; AID 1416, 2008; Eukaryotic translation initiation factor 2-alpha kinase 3 (Homo sapiens), Q9NZJ5; inhibition, % at 5.6 µM; CHO PERK-DD fusion, SEAP luminescence translation reporter;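 active = inhibition above the mean inhibition of all tested compounds plus 3 SD, set separately per screening campaign, cut at about 2.9% in these data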;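 note: PERK kinase domain activated by AP20187 dimerizer at 100 nM; 0% = DMSO with dimerizer and 100% = rapamycin at 8.4 µM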
# EP2 antag: human EP2 receptor antagonists, primary screen, TR-FRET cAMP, C6 glioma cells. Prostaglandin E2 receptor EP2 subtype (Homo sapiens), P43116. C6 glioma cells expressing human EP2; cells stimulated with saturating PGE2. inhibition, % at 25 µM. 0.52% of 260,000 active. AID 1422, 2008;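 active = percent inhibition above 40 after rounding to a whole number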;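 note: rat C6 glioma host cells with rolipram phosphodiesterase inhibitor present; the protocol text gives 20 µM as final concentration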
# RBBP9 inh: human RBBP9 inhibitors, primary screen, biochemical, fluorescence polarization, FP-Rh probe, HTS | recombinant RBBP9 | 0.2% of 220,000 active | inhibition, % at 7.94 µM | Serine hydrolase RBBP9 (Homo sapiens), O75884;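 active = inhibition above the campaign mean of all tested compounds plus 3 SD, cut at about 14% in these data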;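 note: plate controls were DMSO wells with RBBP9 for no effect and wells lacking RBBP9 protein for full effect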
# Target sequence (O75884 whole entry, looked up): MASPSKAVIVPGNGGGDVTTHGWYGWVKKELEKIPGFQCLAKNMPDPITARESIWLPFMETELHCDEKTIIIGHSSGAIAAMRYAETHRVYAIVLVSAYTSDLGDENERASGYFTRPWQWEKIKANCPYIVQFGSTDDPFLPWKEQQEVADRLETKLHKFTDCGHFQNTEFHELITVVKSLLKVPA
#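 Test system: recombinant human RBBP9; Timing: 30 min then 45 min, 25 °C; Detection: fluorescence polarization; Control set: RBBP9 with DMSO as uninhibited control, no-protein wells as full inhibition; Compound dosing: one concentration, 7.94 µM nominal, 0.794% DMSO; Probe or stimulus: FP-Rh activity-based probe, 375 nM before mixing.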
# Runt-CBFb FRET: inhibitors of RUNX1 Runt–CBFb binding, primary screen, biochemical, FRET, Cerulean-Runt, Venus-CBFb, uHTS; Cerulean-Runt/Venus-CBFb FRET ratio 530/480, 1 h; inhibition, % at 20 µM; 0.46% of 220,000 active; AID 1496, 2009;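 active = inhibition over about 50% at 20 µM in the single-dose screen, limit read from the data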;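 note: 0% = DMSO wells and 100% = excess unlabeled CBFb competitor control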
#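 Assay system: Cerulean-tagged RUNX1 Runt domain (FRET donor) fusion protein / Amount: 100 nM each of Venus-CBFb and Cerulean-Runt domain / Medium: Tris buffer pH 7.5 with salts and BSA / Also added: Venus-CBFb 100 nM / Schedule: 1 h complex formation plus 1 h compound treatment, room temperature / Signal: FRET fluorescence / Read-out: loss of energy transfer signal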
# TNF necrop inh: inhibitors of TNF-alpha triggered necroptosis, primary screen, cell-based, Jurkat FADD-/-, single concentration; Jurkat FADD-/- TNF necroptosis rescue, ATP luminescence, 24 h; 0 = TNF only, 100 = no-TNF cells; activation (protection from cell death), % at 10 µM; 0.068% of 220,000 active;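 active = activation, meaning protection from cell death, of at least 50% relative to plate controls; inactive = activation below 50%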;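 note: necroptosis triggered by 40 ng/mL TNF-alpha added together with compound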
# * = called active by the depositor; . = no result given; & = joins results of further samples.
SMILES,L929 necroptosis,EP2 modulator,Runt-SMMHC FRET,Hck-Nef inh,PERK inh,EP2 antag,RBBP9 inh,Runt-CBFb FRET,TNF necrop inh
CCCC(=O)Nc1sc(C(=O)Nc2cccc(N)c2)c(C)c1C(=O)OC,2.0,-33&1,4,18,0.0,8&10,-4,0,0.6
CSCCC(NC(N)=O)C(=O)NCC1CCCCC1 (stereo not drawn),-0.4,13,1,1,0.4,13,-5,1,1.2
COCCn1c(SCC(=O)NCc2ccco2)nnc1-c1c[nH]c2ccccc12,1.1,4,2,0,0.0,10,-7,-1,0.9
CCc1ccccc1NC(=O)COc1ccc2c(c1)OCO2,1.9,7,-1,25,-0.4,3,4,0,0.2
CCn1c(N)c(Br)c(=O)[nH]c1=O,1.6,18,-2,-3,0.2,3,-4,1,-0.1
Cc1cccc(CSCc2nnc(N)s2)c1,-0.1,7,-8,-1,0.5,11,-9,3,-3.9
Cc1cc(C)c2c(=O)[nH]c(SCC(=O)c3ccc(F)c(C)c3)nc2n1,7.8,2,-1,26,1.3,6,-2,-4,0.0
CCN(CC)S(=O)(=O)c1ccc2oc(C(=O)NC(C)C)c(C)c2c1,26,-29,0,5,0.3,9,-2,1,1.8
COC(=O)c1ccc(CSc2nnc(N)s2)o1,26,24,-2,17,2.4,10,-9,0,1.9
Fc1ccc(Br)cc1C1C=C(c2ccc(Br)s2)Nc2ncnn21 (stereo not drawn),-1.5,-39,-38,0,1.0,21,-12,3,-16
COc1cc(Cl)c(C)cc1NC(=O)CSc1ccccc1,0.6,31,-1,-1,-0.6,6,-5,0,1.7
COc1ccc(-c2csc(CCn3nc(C)cc3C)n2)cc1OC,14,-48,4,23,0.0,2,2,-1,1.3
Cc1ccc(NC(=S)NCCN(C2CCCCC2)C2CCCC2)cc1C,-1.2,-19,-3,-8,-1.3,10,-8,1,-3.6
CCN1/C(=C/c2ccc3cc(C)ccc3[n+]2CC)Sc2cc(C)c(C)cc21,17,-54&-39,-217,31,-0.1,76*,-25,-51,-8.5
O=C(Nc1ccc(N2CCOCC2)cc1)c1cc2c(s1)CCCC2,74,10,2,23,0.6,4,-6,0,1.0
COc1ccc(CCC(=O)Nc2ccc(-c3noc(-c4ccc(OC)c(OC)c4)n3)cc2)cc1,0.9,16,-7,7,0.5,10,-12,2,-1.2
COc1cccc(NC(=O)CN(Cc2ccccc2)S(C)(=O)=O)c1,0.2,19,-2,6,1.1,5,0,-1,0.8
C=CCn1c(SCc2ccc3nonc3c2)nnc1-c1cccs1,-0.4,11,0,1,-1.3,16,3,0,-0.3
CC(=O)NC(CCS(C)(=O)=O)C(=O)Nc1nc(C)cs1 (stereo not drawn),-0.1,4,3,0,1.3,9,4,-2,-0.7
COc1cc(/C=N/NC(N)=S)ccc1OCc1ccc(C)cc1,0.0,-20,-3,11,-0.7,6,-7,0,-6.9
CCOP(=O)(c1ccc(N(C)C)cc1)C(O)c1c(Cl)cccc1Cl (stereo not drawn),-0.3,33,-1,1,-1.0,9,-16,0,0.2
Cc1ccc(S(=O)(=O)N2CCC(C(=O)NCc3ccccc3Cl)CC2)cc1,0.1,3,-2,-1,-1.2,0,-6,-1,-0.7
COc1ccc2c(-c3ccccc3)cc(SC(C)C(N)=O)nc2c1 (stereo not drawn),1.6,62*,8,13,0.5,12,-2,-4,-0.2
O=[N+]([O-])c1cc(C(F)(F)F)ccc1N/N=C/c1cc2ccccc2nc1Cl,0.1,2,-10,-2,-0.4,.,-2,-8,-0.5
C=CCN1C(=O)/C(=C\c2ccc(OC(=O)c3ccco3)c(OC)c2)SC1=S,-0.6,33,-8,-31,1.4,9,1,-5,-3.3
# Later entries:
SMILES,L929 necroptosis,EP2 modulator,Runt-SMMHC FRET,Hck-Nef inh,PERK inh,EP2 antag,RBBP9 inh,Runt-CBFb FRET,TNF necrop inh
CCC(=O)Nc1cccc(NC(=O)c2ccc3c(c2)OCCO3)c1,.,-1,-7,.,.,8,.,2,.
COc1ccc(CN2CCN(S(=O)(=O)c3ccc(NC(C)=O)cc3)CC2)c(OC)c1OC,0.6,-10,1,1,0.1,6,3,7,3.3
CCOC(=O)Cc1csc(NC(=O)CCN2C(=O)c3ccccc3C2=O)n1,0.8,-13,0,-1,0.0,11,-4,-2,-1.0
O=c1[nH]c(CS(=O)(=O)c2ccccc2)nc2ccccc12,0.0,-12,1,2,0.5,12,-12,-1,2.3
Cc1cc(SCC(=O)Nc2ncc(Cl)cc2Cl)nc2ccccc12,0.7,46,2,0,0.4,11,-9,0,2.8
COc1cccc2c1OCC/C2=N\NC(=O)COc1ccccc1C,1.2,-10,0,2,0.7,6,-2,-2,0.4
Nc1nc(/C=C/c2cccnc2)nc(-c2ccccc2O)n1,26,-55,-3,27,1.8,10,4,-4,-5.0
CC(C)CCSc1ncnc2c1oc1nc3c(cc12)COC(C)(C)C3,-0.5,30,-4,-21,-0.1,10,2,-4,0.8
COc1cc(/C=C(/C#N)c2ccccc2F)ccc1OCc1ccccc1,3.6,-5,0,3,-0.2,3,-2,2,3.2
Oc1ccccc1CNc1ccc(OC(F)(F)F)cc1,34,-2,-1,8,0.4,3,-1,-2,41
COc1ccccc1CNC(=O)CN(CCc1ccccc1)S(C)(=O)=O,-0.1,9,-5,3,-0.6,1,-2,-1,0.9
O=C(Cn1nnc(-c2cc(C(F)(F)F)cc(C(F)(F)F)c2)n1)NNC(=S)Nc1ccc(Cl)cc1,0.9,16,8,7,1.1,9,-2,-2,4.1
O=C(OCc1ccccc1)c1ccc2c(c1)-c1ccccc1C2=O,0.4,14,-3,1,1.2,15,-7,-3,-2.6
COc1ccc2c(c1OC)C(=O)N1N=C(c3ccccc3)CC21 (stereo not drawn),-0.1,-8,2,0,0.0,12,-10,-2,-4.2
CC(C)n1c(/N=C/c2c[nH]c3ccccc23)nc2ccccc21,-0.2,13,5,2,0.3,4,-2,-1,-0.6
O=C(Cn1ccc([N+](=O)[O-])n1)N1CCCCC1,0.4,-10,3,6,0.3,8,5,0,2.3
COC(=O)c1cc(Br)ccc1-c1ccc(/C=N/n2nnnc2N)o1,-1.4,33,-6,3,-0.8,10,2,-4,-5.6
COc1cc(C2NC(C(=O)O)Cc3c2[nH]c2ccccc32)cc(OC)c1OC (stereo not drawn),-0.7,10,16,2,0.3,5,-8,6,1.8
CCOc1ccc(-n2c(Cc3cc(=O)[nH]c(=O)[nH]3)nnc2SC(C)C(=O)OC)cc1 (stereo not drawn),0.7,6,-4,0,-1.0,.,-8,0,0.4
O=c1c2ccccc2nc2n1C(CSCc1ccccc1)CS2 (stereo not drawn),0.2,35,-5,1,-1.0,16,0,1,-8.3
CCc1nnc(NC(=O)[C@@H]2CCCN2S(=O)(=O)c2ccc3c(c2)OCCO3)s1,-0.3,-19,1,0,0.0,9,-3,-4,-1.6
Cc1nc(NCCCO)c(C#N)c2c1COC(C)(C)C2,1.1,18,-7,0,0.3,3,-2,3,0.2
COc1ccc(CCNC(=O)Cn2c(=O)n(-c3ccc(C)c(F)c3)c(=O)c3sccc32)cc1OC,-0.3,13,0,-17,-0.5,12,-11,-1,-1.4
CCSc1nnc(NC(=O)[C@@H](NC(=O)c2cccc(C)c2)C(C)C)s1,1.5,-5,2,1,0.1,6,-7,-1,1.9
CCCn1nnnc1NC(=O)COc1ccc(CC)cc1,-0.1,11,19,4,0.3,6,-8,-1,1.2
# Going on with the list:
SMILES,L929 necroptosis,EP2 modulator,Runt-SMMHC FRET,Hck-Nef inh,PERK inh,EP2 antag,RBBP9 inh,Runt-CBFb FRET,TNF necrop inh
CC(=O)NC(=S)Nc1ccc(NC(=O)COc2ccc(Cl)cc2Cl)cc1,0.1,-23,-10,1,0.5,1,-3,-5,-6.8
CCOC(=O)c1ccc(NC(=S)NCCCN2CCCC2=O)cc1,1.9,-4,.,20,-0.1,8,-5,.,1.2
CCOc1ccc(NC(=S)Nc2cccc3cnccc23)cc1,-0.2,-67,27,7,-0.5,17,1,36,-3.5
O=C(Nc1nnc(-c2ccc(Cl)cc2)o1)c1ccccc1Br,0.7,14,0,1,0.6,13,-11,4,-0.8
C[n+]1cc[nH]c1SCC(=O)c1ccc(Cl)cc1,0.7,-32,7,-7,2.1,6,6,6,2.4
CN1CCN(CC(=O)Nc2ccc(Oc3ccccc3)cc2)CC1,0.6,-3,-2,6,0.5,2,-3,6,1.1
COc1ccc(C(=O)NN(c2ccccc2)c2ccccc2)cc1,-0.3,39,0,0,1.3,8,4,0,-2.6
O=C(CSc1nnc(-c2cccs2)n1-c1ccccc1)N1CCc2ccccc21,-0.2,.,.,25,-0.5,.,-7,.,-0.3
CCOc1ccc(N2C(=O)CC(N3CCN(c4ccc(C(=O)c5ccncc5)cc4)CC3)C2=O)cc1 (stereo not drawn),0.0,.,.,1,0.2,14,-5,.,-0.5
CC(C)CC(=O)N1CCN(Cc2ccccc2[N+](=O)[O-])CC1,1.0,10,7,1,0.6,4,-4,21,-0.2
c1ccc(CCn2cnc3ccccc32)cc1,1.1,-1,-1,-9,0.7,4,-3,1,3.3
O=C(Nc1ccc(F)cc1)c1oc2ccccc2c1NC(=O)C1CCCC1,4.1,27,4,-1,0.5,8,-7,0,3.0
Cc1ccc(CNC(=O)COc2ccc(C)nc2[N+](=O)[O-])cc1,0.5,29,-2,1,-0.3,3,-5,0,-0.2
Cc1ccc(-c2noc(CN(C(=O)CCCCCN3C(=O)c4ccccc4C3=O)C(C)C)n2)cc1,0.1,31,-7,11,-1.2,7,-4,-7,-3.1
Cn1c(=O)cc(SCC(=O)NCCCN2CCN(c3ccc(F)cc3)CC2)c2ccccc21,-0.6,47,1,2,-0.7,20,-3,-2,-4.2
CCn1nc(CC(=O)Nc2nnc(CC(=O)N3CCCC3)s2)c2ccccc2c1=O,1.1,20,-3,0,1.6,16,-4,-1,0.5

# EP2 modulator: hit marks shown above
canonical_smiles | EP2 modulator | Runt-SMMHC FRET | Hck-Nef inh | PERK inh | RBBP9 inh | Runt-CBFb FRET
COc1ccc2c(-c3ccccc3)cc(SC(C)C(N)=O)nc2c1 (stereo not drawn) | 62* | 8 | 13 | 0.5 | -2 | -4

# Some of the compounds tested (hit frequency here may not be typical).
